From PubChem
L3MBTL1 block: qHTS Assay for the Inhibitors of L3MBTL1 | Lethal(3)malignant brain tumor-like protein 1 (Homo sapiens), Q9Y468 | 230,000 tested, 0.66% active | Potency, µM (titrated, usually from 57.1 µM), for the others: top-dose activity, negative = inhibition, usual class: inhibitors | AlphaScreen L3MBTL1–H3K9me1 peptide binding; further: nearly all actives have a fitted effect of over 60% in size
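AlphaScreen proximity signal between nickel-chelate acceptor and streptavidin donor beads (final 10 ug/mL) reports binding of 50 nM L3MBTL1 to 75 nM biotin-H3 K9me1 peptide; complex incubated with compounds 30 min at room temperature; cefsulodin titration as control.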
Tau FP inhib: qHTS for Inhibitors of Tau Fibril Formation, Fluorescence Polarization. K18 P301L tau heparin fibrillization, Alexa594 FP, 6 h. 280,000 tested, 0.39% active. Potency, µM (doses to about 57.7 µM), inactives show at the top dose activity, negative = inhibition, hits mostly inhibitors. AID 1468, 2008. Microtubule-associated protein tau (Homo sapiens), P10636; further: nearly all actives have a fitted effect of over 55% in size
Target sequence (P10636 561-689 P618L limits assumed): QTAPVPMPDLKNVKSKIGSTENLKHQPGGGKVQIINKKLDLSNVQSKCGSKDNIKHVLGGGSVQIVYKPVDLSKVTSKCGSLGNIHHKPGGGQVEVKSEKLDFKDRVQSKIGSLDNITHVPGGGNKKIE
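Recombinant K18 P301L […], labeled with Alexa 594 at 0.24 uM over 15 uM unlabeled; heparin inducer 20 uM final; 37 C, 6 hr; FP endpoint.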
GoLoco inh red: qHTS Assay for Inhibitors of RGS12 GoLoco Motif Activity (Red Fluorophore). 230,000 tested, 0.44% active. AID 880, 2007. Guanine nucleotide-binding protein G(i) subunit alpha-1 (Homo sapiens), P63096. Gai1:RGS12 GoLoco peptide FP, rhodamine, 10 min. Potency, µM (series often up to 61.6 µM), for the others: at the highest dose activity, negative = inhibition, usual class: inhibitors; active means well fitted inhibition curve with a large enough effect, not every such curve was filed as active; inactive means no such curve, though single readings can be large or run the other way; further: nearly all actives have a fitted effect of over 30% in size; many of its hits are not listed in these tables
RECQ1 inh: qHTS Assay for Inhibitors of RecQ-Like Dna Helicase 1 (RECQ1). ATP-dependent DNA helicase Q1 (Homo sapiens), P46063. RECQ1 DNA unwinding, red fluorescence kinetic read. Potency, µM (titrated, usually from 57.3 µM), without a hit: at the highest dose activity, negative = inhibition, usual class: inhibitors. 240,000 tested, 0.54% active. AID 2549, 2010;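 further: plate controls were vehicle for no effect and no enzyme for full effect; nearly all actives have a fitted effect of over 30% in size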
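50 nM RECQ1T1 preincubated 15 min with compound in Tris pH 8.0 buffer with MgCl2, DTT, Tween-20 and 2.5 ug/ml poly(dI-dC); started with 200 nM TAMRA/BHQ-2 forked duplex and 2 mM ATP. Unwinding read as fluorescence (525/598 nm), two reads 2 h apart.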
Tau ThT inhib: qHTS for Inhibitors of Tau Fibril Formation, Thioflavin T Binding | recombinant tau K18 P301L (four-repeat tau fragment), heparin-induced fibrillization, ThT fluorescence | Potency, µM (highest dose often 57.4 µM), inactives show at the highest dose activity, negative = inhibition, actives largely listed as inhibitors | 270,000 tested, 2.1% active | AID 1460, 2008; further: nearly all actives have a fitted effect of over 55% in size
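Heparin-induced fibrillization of the P301L-mutant K18 repeat-domain fragment of human tau was followed by ThT binding in quantitative high-throughput format.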
TRb-SRC2 inh: qHTS for Inhibitors of the Interaction of Thyroid Hormone Receptor and Steroid Receptor Coregulator 2; Thyroid hormone receptor beta (Homo sapiens), P10828; Potency, µM (titrated, usually from 106 µM), for the others: at the top dose activity change, negative = inhibition, hits mostly inhibitors; AID 1469, 2008; 280,000 tested, 0.065% active; TRbeta-SRC2 peptide binding, fluorescence polarization; receptor liganded with 1 µM T3;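 further: plate controls were bound peptide for no effect and peptide without receptor for full effect; nearly all actives have a fitted effect of over 50% in size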
Target sequence (P10828 whole entry, looked up): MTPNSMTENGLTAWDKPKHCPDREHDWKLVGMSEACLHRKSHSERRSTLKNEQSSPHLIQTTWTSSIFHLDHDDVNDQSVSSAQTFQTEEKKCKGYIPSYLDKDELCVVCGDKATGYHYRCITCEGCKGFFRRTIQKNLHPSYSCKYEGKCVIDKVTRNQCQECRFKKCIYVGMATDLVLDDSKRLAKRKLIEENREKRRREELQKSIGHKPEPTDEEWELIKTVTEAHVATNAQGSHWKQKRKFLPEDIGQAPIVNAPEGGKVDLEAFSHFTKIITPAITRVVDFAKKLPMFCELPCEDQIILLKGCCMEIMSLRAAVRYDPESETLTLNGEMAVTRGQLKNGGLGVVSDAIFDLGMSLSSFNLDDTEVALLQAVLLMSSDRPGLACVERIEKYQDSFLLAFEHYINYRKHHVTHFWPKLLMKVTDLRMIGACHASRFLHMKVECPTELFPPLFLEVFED
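Human TRb ligand-binding domain (0.6 uM) is mixed with 20 nM Texas Red SRC2 peptide and 1 uM T3; after compound addition and 5 hr at ambient temperature, polarization is measured and normalized to unbound and bound controls.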
JMJD2E inh: qHTS Assay for Inhibitors of Human Jumonji Domain Containing 2E (JMJD2E); Potency, µM (top dose mostly 57.1 µM), for inactives: at the highest dose activity change, negative = inhibition, most hits filed as inhibitors; Lysine-specific demethylase 4E (Homo sapiens), B2RXH2; 230,000 tested, 1.6% active; AID 2147, 2009; JMJD2E catalytic domain, FDH-coupled NADH fluorescence (FDH is formaldehyde dehydrogenase); active means well fitted inhibition curve with a large enough effect, not every such curve was filed as active; inconclusive means small, poorly fitted or top-dose-only effect, or another doubt; inactive means no such curve, though single readings can be large or run the other way;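 further: 0% = wells with enzyme and -100% = buffer wells without enzyme; nearly all actives have a fitted effect of over 50% in size; many of its hits are not listed in these tables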
Target sequence (B2RXH2 1-337 limits assumed): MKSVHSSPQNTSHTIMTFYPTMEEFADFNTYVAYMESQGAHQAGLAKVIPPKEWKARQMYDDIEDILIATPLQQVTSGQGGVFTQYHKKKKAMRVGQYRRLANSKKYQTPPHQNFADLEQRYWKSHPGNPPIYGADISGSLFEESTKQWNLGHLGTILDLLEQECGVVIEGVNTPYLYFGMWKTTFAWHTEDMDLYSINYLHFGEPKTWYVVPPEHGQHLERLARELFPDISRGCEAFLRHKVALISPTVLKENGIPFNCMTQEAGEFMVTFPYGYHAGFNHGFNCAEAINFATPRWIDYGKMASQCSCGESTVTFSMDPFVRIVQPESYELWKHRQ
TR SRC2 fluor cs: Total Fluorescence Counterscreen for Inhibitors of the Interaction of Thyroid Hormone Receptor and Steroid Receptor Coregulator 2. 280,000 tested, 0.29% active. AID 1479, 2009. Potency, µM (doses to about 106 µM), without a hit: at the highest dose fluorescence change, negative = quenching. TRb/SRC2 Texas Red total fluorescence interference; active means well fitted curve in either direction with a large enough effect; inconclusive means small, poorly fitted or top-dose-only effect
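Human TRb ligand-binding domain at 0.6 uM with 20 nM Texas Red SRC2 peptide in Tris buffer containing 1 uM T3 and 5% DMSO, incubated with compound 5 h at ambient temperature. Total fluorescence (555/632 nm) calculated as parallel + 2 × perpendicular.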
* hit, by the source's call; i = inactive; ? = inconclusive; . = not tested or not shown; & = joins results of further samples; [ ] = dose if it differs, or a comment. Unless noted, the call rests on the fitted dose curve; in most records, active means well fitted curve in the direction sought with a large enough effect; inconclusive means small, poorly fitted or top-dose-only effect, or another doubt; inactive means no such curve, though single readings can be large; an effect the other way counts as inactive or inconclusive. Unless noted, on the % scale 0 is the no-effect control and ±100 the full control effect; potency means the concentration at half of the fitted maximal effect. The list is partial; count on the stated rates, not on these rows.

SMILES	L3MBTL1 block	Tau FP inhib	GoLoco inh red	RECQ1 inh	Tau ThT inhib	TRb-SRC2 inh	JMJD2E inh	TR SRC2 fluor cs
Cc1cc(C(=O)N2CCc3ccccc32)n(-c2ccccc2)n1	2.3%	-11.5%	2.0%	i	-12.2%	-0.5%	-5.2%	0.4%
Cc1ccc(C)c(S(=O)(=O)Nc2nc(C)c(C(=O)Nc3ccccc3)s2)c1	4.9%	-1.0%	-12.7%	0.4%	-5.7%	0.6%	1.4%	-4.1%
O=C(Nc1cccc(O)c1)N1CCOCC1	-18.2%	-0.6%	-13.7%	5.5%	2.3%	-1.8%	-2.1%	-5.5%
C=CCNC(=O)C1=NOC(CNC(=O)c2c(-c3ccccc3Cl)noc2C)C1 (stereo unspecified)	-8.6%	-4.4%	-6.2%	-6.6%	-4.8%	5.2%	-1.8%	0.2%
Cc1nc2c(ccc3c([N+](=O)[O-])cccc32)c(C)c1C	.	-2.9%	2.8%	-14.7%	-7.4%	-0.8%	-5.7%	-0.3%
O=C(CCC1CCCC1)N1CCc2c([nH]c3ccccc23)C1c1ccc(Cl)cc1 (stereo unspecified)	.	-7.6%	.	.	?	2.4%	.	-3.2%
O=C1c2ccccc2S(=O)(=O)N1CC(O)Cn1c2ccccc2c2ccccc21 (stereo unspecified)	-13.7%	-14.7%	2.3%	-3.1%	5.0%	9.0%	-9.5%	-0.7%
N#Cc1cc(-c2ccccc2)cnc1Cl	4.3%	-0.2%	-0.6%	-7.8%	-11.0%	-3.9%	2.0%	-8.8%
COc1ccccc1CN1C2CCCC1CC(NC(=O)/C=C/c1ccccc1)C2 (stereo unspecified)	7.8%	6.7%	7.4%	i	0.3%	-2.5%	-8.8%	-8.8%
FC(F)(F)c1ccc2c(c1)nc1n2CCCC1	1.0%	4.1%	1.1%	-14.8%	2.6%	-0.8%	10.3%	-3.5%
CCOC(=O)c1nn(-c2c(C)n(C)n(-c3ccccc3)c2=O)cc1O	1.6%	-1.8%	-4.5%	i	-3.7%	-5.1%	3.1%	-3.6%
CCCc1cc(=O)[nH]c(SCc2nc(-c3ccccc3F)no2)n1	.	-5.0%	.	.	5.9%	-9.7%	.	-0.1%
Cc1ccc(/C=N/N=C2\SCC(=O)N2CC2CC2)cc1	15.5%	-6.4%	-0.1%	-5.2%	-10.8%	2.1%	2.3%	-0.7%
COc1cccc(Cn2c(CNC(=O)c3cc([N+](=O)[O-])ccc3Cl)nc3cccnc32)c1	.	3.3%	.	.	-6.3%	-10.9%	.	?
CC(C)n1cc(/C=C2/SC(=O)N(CC(=O)N3CCCC3)C2=O)c2ccccc21	29.7%	6.0%	14.8%	-5.8%	-1.1%	-6.1%	4.3%	-2.6%
COc1cccc2cc(/C(C)=N/NC(=O)c3ccco3)oc12	7.3%	-3.7%	10.9%	i	?	0.4%	-13.1%	-0.2%
Cc1cc(C)cc(NC(=O)CCc2c(C)nn(-c3ccc(N4CCCC4)nn3)c2C)c1	.	0.5%	.	.	-17.8%	4.7%	.	3.1%
O=C(O)CSc1c(-c2cccs2)[nH]c2ccccc12	3.2%	3.4%	15.2%	8.4%	-6.9%	2.1%	?	0.4%
COCn1c(=O)c2c(nc(SC3=NCCS3)n2Cc2ccccc2C)n(COC)c1=O	-0.9%	-10.5%	-10.0%	-12.9%	-4.8%	5.1%	2.9%	1.8%
Cc1ccccc1-c1coc2cc(O)ccc2c1=O	5.5%	6.8%	64.9%	5.2%	-14.4%	-1.8%	?	0.8%
COc1ccc(/C=C/C(=O)Nc2sc(Cc3ccccc3)c(C)c2C(N)=O)cc1	5.0%	-5.5%	5.8%	i	-3.5%	-10.0%	?	-5.4%
CC(=O)OCCN(Cc1ccccc1)Cc1ccc2c(c1)OCO2	.	-0.6%	8.3%	-11.0%	-13.1%	5.7%	4.0%	1.5%
O=C(N/N=C/C1C(c2ccccc2)C1(Cl)Cl)c1cccc(Br)c1 (stereo unspecified)	-6.4%	-7.8%	-0.6%	i	-11.4%	-4.5%	-16.5%	-1.5%
CC(C)OC(=O)c1ccc(Cn2nnc3sc4c(c3c2=O)CCCC4)cc1	.	-5.9%	.	.	-4.1%	0.7%	.	-19.2%
Cc1cnc(C(=O)Nc2ccc(C(C)C)cc2)cn1	-2.7%	-1.1%	2.5%	6.7%	?	3.5%	-0.9%	-8.5%
More compounds follow:
SMILES	L3MBTL1 block	Tau FP inhib	GoLoco inh red	RECQ1 inh	Tau ThT inhib	TRb-SRC2 inh	JMJD2E inh	TR SRC2 fluor cs
O=C(O)CN(Cc1ccccc1)S(=O)(=O)c1ccc(F)cc1	7.5%	6.9%	-7.2%	-1.0%	0.7%	0.8%	10.7%	-4.6%
O=C(NCCCN1CCCCCC1)c1ccc(CS(=O)(=O)Cc2ccccc2F)o1	11.3%	-2.2%	9.4%	-2.2%	-20.3%	3.0%	-12.0%	-2.3%
OCCC1CN(Cc2ccc3c(c2)CCO3)CCN1Cc1ccc(F)cc1 (stereo unspecified)	-5.1%	7.1%	-0.5%	-3.7%	-5.6%	-9.0%	-4.4%	-1.7%
O=C(NCC1CC1)c1ccc(Oc2cc(Cl)cc(Cl)c2)o1	10.2%	6.0%	12.0%	-4.5%	-18.9%	-7.0%	1.2%	0.0%
CCOC(=O)N1CCN(c2c(NCc3ccc(Cl)cc3)c(=O)c2=O)CC1	.	0.0%	2.7%	-5.5%	-4.4%	-4.9%	1.1%	-0.1%
CCC(=O)Nc1ccc(S(=O)(=O)NCc2ccco2)cc1	.	-3.0%	-9.7%	-0.8%	-7.6%	2.5%	-11.7%	1.0%
CCOc1ccc(Br)cc1C(=O)N/N=C/c1ccc([N+](=O)[O-])cc1	.	-8.8%	3.3%	-2.1%	-18.6%	-5.1%	-5.6%	-3.0%
CCCCc1c(C)nc2ccc(OC)cc2c1SCCC(=O)O	16.8%	0.1%	3.7%	i	0.3%	0.0%	-4.5%	-5.5%
COc1ccc(C(Cl)=C(c2ccc(OC)cc2)c2ccc(OC)cc2)cc1	-3.8%	?	10.5%	-11.4%	-9.7%&-17.9%	3.6%	?	-2.3%
Cc1ccccc1Cn1ccc(NC(=O)c2nc3ncccn3n2)n1	14.3%[11.4 µM]	-1.8%	11.0%	i	-2.8%	5.5%	0.9%	2.9%
CS(=O)(=O)N1CCC(C(=O)NCCc2ccccc2)CC1	.	-2.7%	12.6%	-6.9%	-13.0%	-12.1%	-4.0%	-2.1%
CCC(=O)Nc1cccc(-c2cn3cccc(C)c3n2)c1	1.1%	1.9%	8.6%	i	-6.5%	-4.2%	?	-5.4%
CCOC(=O)c1cnc2ccc(OC)cc2c1Nc1ccc(OCc2ccccc2Cl)cc1	.	9.9%	.	.	?	7.2%	.	?
COc1cc(NC(=O)C2CCN(c3nnc(C)c4c(C)n(-c5ccccc5)nc34)CC2)cc(OC)c1	.	8.9%	.	.	-11.0%	-6.5%	.	-1.8%
CCc1ccc(NC(=O)COn2nnc3ccc(S(=O)(=O)N(C)C)cc32)cc1	.	0.6%	-4.4%	-10.8%	-2.4%	-8.7%	-11.1%	-6.5%
Cn1c(N)c(N=O)c(=O)n(C)c1=O	-7.7%	-4.2%	6.0%	-7.7%	-7.7%	4.6%	-7.1%	-3.0%
CCC(=O)/C=C/C1C(C)=CCCC1(C)C (stereo unspecified)	.	.	1.0%	-0.9%	.	-1.8%	.	-0.2%
CCOc1ccccc1Oc1cn[nH]c1-c1ccc(OC)cc1O	-9.5%	-2.5%	2.5%	-11.2%	?	11.1%	-7.4%	0.0%
N#Cc1cnn(-c2ccc(F)cc2)c1N	8.1%	7.3%	18.2%	i	-16.2%	0.7%	?	-1.3%
CCOc1ccc(S(=O)(=O)N2CCN(S(=O)(=O)c3ccc(OCC)cc3)C(C)C2)cc1 (stereo unspecified)	-1.7%	-3.4%	-5.9%	i	-1.0%	6.0%	-4.9%	0.0%
Cc1nn(CCN)c(C)c1Cl	4.7%	1.0%	2.9%	-10.4%	-0.9%	-4.0%[53 µM]	-32.5%	-1.1%[53 µM]
